Growth percent in the NCI-60 one-dose screen (48 h, 10 µM unless noted): 100 = growth as untreated, 0 = no growth, -100 = all killed.
HL-60(TB) = HL-60(TB) leukemia cells. AID 1794776. actives 9% (n = 78,000); active = growth percent below 10
* = called active by the depositor; & = joins results of further samples. Some of the compounds tested. The share of hits here may be higher or lower than overall.

Compound	HL-60(TB)
Nc1nc(O)c(/C=C2/C(C(=O)O)=Nc3ccc(Cl)cc32)s1	93
COc1ccc(-c2nc3sc4cc(OC)ccc4n3c2-c2nc3ncccc3[nH]2)cc1	91
Nc1nc(-c2ccccc2)cc(-c2cc3ccccc3nc2Cl)n1	52
O=C(CCN1CCCCC1)c1ccc(-c2ccccc2)cc1	110
C=C(C)[C@@H]1CC[C@]2(C(=O)NCCCCNC(=O)C(Cl)Cl)CC[C@]3(C)[C@H](CC[C@@H]4[C@@]5(C)CC[C@H](OC(C)=O)C(C)(C)[C@@H]5CC[C@]43C)[C@@H]12	58
CC(C)(C)CC(C)(C)n1nnnc1N	98
O=C(Nc1ccc(N2CCOCC2)cc1)c1cncnc1Nc1ccc2c(ccn2Cc2ccccn2)c1	91
CC(C)COC(=O)NC1c2ccccc2Oc2ccccc21	74
Cc1ccc(C2CC(c3ccccc3)=NN2c2nc(-c3cc4ccccc4oc3=O)cs2)cc1 (stereo unspecified)	100
CCCCOC(C(=O)OCCN(CC)CC)(c1ccccc1)c1ccccc1	92
CS(=O)(=O)c1ccc(C(=O)N/N=C/c2cccc3ccccc23)cc1	38
Cc1cc(NC(=O)NCCOc2ccc(N3C(N)=NC(N)=NC3(C)C)cc2Cl)ccc1S(=O)(=O)F	18
COc1cc(NC(=O)c2cc(-c3ccc(F)cc3F)ccc2O)cc(OC)c1OC	16
CC1CCCC(C)[N+]1(C)CCC(C(N)=O)(c1ccccc1)c1ccccc1 (stereo unspecified)	98
CC(=C(C#N)C#N)c1ccc(F)cc1	87
CCCN1CC(c2ccc(OC)c(OC)c2)=C(c2cn(C)c3ccccc23)C1=O	93
O=C(O)c1cccc(F)c1	47
COC(=O)C12C3C(=O)N(c4ccc(OC)cc4)C(=O)C3C(c3cn(-c4ccccc4)nc3C)N1[C@H](c1cn(-c3ccccc3)nc1C)[C@@H]1C(=O)N(c3ccc(OC)cc3)C(=O)[C@@H]12 (stereo partly specified)	106
COc1cc(C2CC(=O)Nc3c2cnn3Cc2ccco2)cc2c1OCCO2 (stereo unspecified)	26
CC/C(=C/c1ccc(OC)cc1O)c1ccc2ccc(OC)cc2[o+]1	92
CN(C)/C=N/C1=NNC(C)(c2ccccc2O)N1C(Cc1c[nH]c2ccccc12)C(=O)O (stereo unspecified)	72
CCCCN(CCCC)CCNc1ccc(C)c2sc3cc(C)ccc3c(=O)c12	99
C[C@@H]1CC[C@@H]2[C@@H](C1)Oc1cc(O)ccc1C2(C)C	101
CNC(=O)Sc1ccc(C)c(N(C)C)c1	102
O=S(=O)(Oc1ccc(Cl)cc1)c1ccc(Cl)cc1	86

Part of the list above, as labelled records:
> CCCN1CC(c2ccc(OC)c(OC)c2)=C(c2cn(C)c3ccccc23)C1=O
  HL-60(TB): 93
> Nc1nc(-c2ccccc2)cc(-c2cc3ccccc3nc2Cl)n1
  HL-60(TB): 52
> CCCCOC(C(=O)OCCN(CC)CC)(c1ccccc1)c1ccccc1
  HL-60(TB): 92
> CC(C)COC(=O)NC1c2ccccc2Oc2ccccc21
  HL-60(TB): 74

Filtered by structure, those above with a halogen
Compound	HL-60(TB)
Nc1nc(O)c(/C=C2/C(C(=O)O)=Nc3ccc(Cl)cc32)s1	93
Nc1nc(-c2ccccc2)cc(-c2cc3ccccc3nc2Cl)n1	52
C=C(C)[C@@H]1CC[C@]2(C(=O)NCCCCNC(=O)C(Cl)Cl)CC[C@]3(C)[C@H](CC[C@@H]4[C@@]5(C)CC[C@H](OC(C)=O)C(C)(C)[C@@H]5CC[C@]43C)[C@@H]12	58
Cc1cc(NC(=O)NCCOc2ccc(N3C(N)=NC(N)=NC3(C)C)cc2Cl)ccc1S(=O)(=O)F	18
COc1cc(NC(=O)c2cc(-c3ccc(F)cc3F)ccc2O)cc(OC)c1OC	16
CC(=C(C#N)C#N)c1ccc(F)cc1	87
O=C(O)c1cccc(F)c1	47
O=S(=O)(Oc1ccc(Cl)cc1)c1ccc(Cl)cc1	86

Next results.
Compound	HL-60(TB)
Cc1cccnc1NC1OC(=O)c2ccccc21 (stereo unspecified)	100
COc1ccc2cc(C#Cc3ccc(-n4c(/C=C/c5cc(C)c(O)c(C)c5)nc5ccccc5c4=O)c(C)c3)ccc2c1	84
CCOC(=O)c1cc(C(=O)c2ccc(Br)cc2)n2c1ccc1ccccc12	102
C#CCOc1ccc(/C=N/Nc2nc(-c3cc4cc(OC)ccc4oc3=O)cs2)cc1OC	76
COc1cc(OCc2ccccc2)c(OC)c(OCc2ccccc2)c1	89
O=C1CCC(=O)N1CC1CC2CCC1C2 (stereo unspecified)	98&128
CNc1ccccc1C(=O)O	96
COc1ccc(/C=N/c2n[nH]c(-c3ccc(OC)cc3)n2)cc1	92
Nc1[nH]nc2ncn3c4ccccc4nc3c12	105
CCOC(=O)CSc1nc2ccccc2[nH]1	108
CCOC(=O)C(CCc1ccccc1)C(C)=O (stereo unspecified)	82&99
O=C(C[n+]1ccccc1Cl)c1ccccc1	104
C1CCC23CCCCC2(C1)O3 (stereo unspecified)	118
Cc1cc(N=Nc2cc(S(=O)(=O)O)c(N)cc2N)ccc1N=Nc1ccc2cc(S(=O)(=O)O)cc(S(=O)(=O)O)c2c1	100
COC(=O)c1ccccc1NC(=S)Nc1ccc(S(=O)(=O)Nc2ccc(Cl)nn2)cc1	104
Cn1cc(-c2csc(-c3cn(CCN)c4ccc(F)cc34)n2)c2cccnc21	47
FC(F)(F)c1cc(-c2nnc3n2NC(N2CCOCC2)CS3)cc(C(F)(F)F)c1 (stereo unspecified)	98
CCOC(=O)CCN(C(=S)Nc1ccccc1)C1CCCCC1	52
COc1cc(NC(=O)CSc2nc3ccc(Cl)cc3c(=O)n2-c2ccc(F)cc2)cc(OC)c1OC	106
Cc1ccccc1COc1ccc(-c2onc(C)c2-c2ccc(Cl)cc2)cc1	18
CC1=C(O)C(=O)C(C(C#N)(C#N)C(C#N)C#N)C1 (stereo unspecified)	92
CCCCCC1C(=O)N2C=C(c3ccccc3)c3ccccc3N2C1=O (stereo unspecified)	118
CCOC(=O)C1=C(N)N(c2ccccc2)C2=C(C(=O)CC(C)(C)C2)C1c1ccc(N2CCOCC2)cc1 (stereo unspecified)	101
CCc1cc(C(C)(C)C)c(O)c(C(C)(C)C)c1	103
CC1(C)N=C(N)N=C(N)N1c1ccc(OCCCNC(=O)Nc2ccc(S(=O)(=O)F)cc2)c(Cl)c1	32

Next part
Compound	HL-60(TB)
COc1cc2cc(c1Cl)N(C)C(=O)C[C@H](OC(=O)[C@H](C)N(C)C(=O)CCS)C[C@]1(C)O[C@H]1[C@H](C)[C@@H]1C[C@@](O)(NC(=O)O1)[C@H](OC)/C=C/C=C(\C)C2	-28*
COc1ccc2c(c1)C1(C)CCN(C)CC(C1)C2O (stereo unspecified)	89
CC(C)c1ccc(C(=O)Nc2sc3c(CN(C)C)c(O)ccc3c2C(N)=O)cc1	24
O=C(Nc1ccc(-n2cc(-c3ccncc3)c(-c3ccc(Cl)c(O)c3)n2)cc1)Nc1cc(C(F)(F)F)cc(C(F)(F)F)c1	2.9*
Nc1nc(-c2ccc(Cl)cc2)cc(-c2cn(-c3ccccc3)nc2-c2ccc(OCc3ccccc3)cc2)n1	115
C=C1CC[C@@H]2[C@]3(C)COC(c4cn[nH]c4-c4cccc(Br)c4)O[C@@H]3CC[C@@]2(C)[C@@H]1C/C=C1/C(=O)OCC1O (stereo partly specified)	-16*
NC(=O)N1CCCCC1	104
COc1ccc(-c2cc(C(=O)N=Nc3c(O)n(C)c4ccccc34)no2)cc1	87
COc1nc2c(c(=O)[nH]1)C(c1cc3ccc(Cl)cc3[nH]c1=O)C1=C(CC(C)(C)CC1=O)N2 (stereo unspecified)	102
FC(F)(F)c1cccc(-c2cn3c(ccc4ccccc43)n2)c1	114
CNc1ccccc1C(=O)OC	92
COC(=O)CC1CC1c1ccc2ccccc2c1 (stereo unspecified)	99
CCOC(=O)CCN1C(=O)/C(=C/c2ccc(O)cc2)SC1=S	61
CC(=O)NNC(=S)/N=C/c1c(O)cc(C)oc1=O	105
C1CCC(N2CCN(C3CCCCC3)CC2)CC1	98
CC1(C)/C(=N/OCCC#N)CC[C@]2(C)[C@H]3C(=O)C=C4[C@H]5C[C@](C)(C(=O)O)CC[C@]5(C)CC[C@@]4(C)[C@]3(C)CC[C@@H]12	81
CC(=O)Nc1ccccc1[N+](=O)[O-]	126
c1ccc(NCc2ccco2)cc1	108
COc1ccc(-c2nnc(-c3c(-c4ccccc4)nc4ncccn34)o2)cc1OC	86
CCn1cc(-c2ccnc(NCCNS(=O)(=O)c3ccc(Br)cc3)c2)c(-c2cccc(OC)c2)n1	81
C/C(=C\CCc1ccoc1)CC/C=C(\C)CCCC1COC(=O)C1 (stereo unspecified)	96
COc1ccc(-n2c(SCc3cc(OC)c(OC)c(OC)c3)nc3cc(OC)c(OC)cc3c2=O)cc1	61
CCC(c1ccc(O)cc1)C(CC)c1ccc(OC)cc1 (stereo unspecified)	73
CC(=O)Nc1ccc(N)cc1N	102
Cc1ccc2oc(=O)cc(C)c2c1	95

(next part)
Compound	HL-60(TB)
CN(C)CCCn1c2c(c3cc(-c4cccc(S(N)(=O)=O)c4)ccc3c1=O)C(=O)c1ccccc1-2	93
CCCCC1=C(Br)C(=O)c2nc(C)ccc2C1=O	77
CC1=NN(C2=NC(=O)/C(=C/c3cn(-c4ccccc4)nc3-c3ccccc3)S2)C(c2ccc(N(C)C)cc2)C1 (stereo unspecified)	93
N#Cc1ccoc1	98
CN(CC(O)CN(C)C1CCCCC1)C1CCCCC1	71
CSC1=Nc2c(c(C)c(-c3ccccc3)n2CCCN2CCN(C)CC2)C2=NC(=O)CN12	91
O=C1CCC(N2C(=O)c3cccc(NCCOCCOCCNC(=O)c4cc5c(o4)C(=O)c4ccccc4C5=O)c3C2=O)C(=O)N1 (stereo unspecified)	-10.0*
O=C(Nc1ccc(F)cc1)NC(Cc1ccccc1)C(=O)O (stereo unspecified)	84
C\C=C/C=N/N=C(N)\C(N)=N\N=C\C=C\C	94
CN(C)CCNc1nc2ccccc2c2c(=O)c3cc(F)ccc3sc12	38
COc1ccc(-c2c[nH]c(C(=O)NCCO)c2-c2cc(OC)c(OC)c(OC)c2)cc1	100
CCCCOc1nc2ccc(C)cc2cc1/C=C/c1cc(/C=C/c2cc3cc(C)ccc3nc2OCCCC)[nH]n1	98
COc1ccc(-c2cc(-c3cccnc3)nc3sc(C(=O)Nc4ccccc4)c(N)c23)cc1OC	60
CC(C(=O)N1CCN(c2ccc(F)cc2)CC1)c1ccc(NS(=O)(=O)c2ccccc2)cc1 (stereo unspecified)	92
C=C[C@@]1(C)CC(=O)[C@@H](C(C)(C)c2cn(C)c3ccc(Br)cc23)C[C@@H]1O[Si](C)(C)C(C)(C)C	106
CN(C)c1ccc(/C=c2\s/c(=C\C(=O)C(C)(C)C)[nH]c2=O)cc1	119
CC(=O)Nc1ccc2c(c1)C(OC(C)=O)c1ccccc1-2 (stereo unspecified)	91
O=C1/C(=C/c2ccccc2F)CN(C(=O)C(Cl)Cl)C/C1=C\c1ccccc1F	-31*
C/C(=C(/c1ccccc1)c1ccc(N2C(=O)c3cccc4c(N5CCOCC5)ccc(c34)C2=O)cc1)c1ccccc1	98
O=C(N/N=C/c1ccc([N+](=O)[O-])cc1)c1ccc(C(F)(F)F)nc1Nc1cccc(C(F)(F)F)c1	94
CCC(=O)CC(=O)c1ccccc1	160
Cc1c(C(=O)N[C@@H](Cc2ccccc2)C(=O)C(=O)NCc2ccccn2)[nH]c2ccccc2c1=O	103
O=C(/C=C/c1ccc(F)cc1)c1c(O)c2ccccc2oc1=O	103
Cc1cc(-c2ccccc2)nc(=O)[nH]1	104
C/C(=N\N=C\c1ccc(N(C)C)cc1)c1nnn(-c2ccc(Cl)cc2)c1C	109

(continued)
Compound	HL-60(TB)
C=C(C)[C@@H]1CC[C@]2(NC(=O)Nc3ccccn3)CC[C@]3(C)[C@H](CC[C@@H]4[C@@]5(C)Cc6c([nH]c7ccccc67)C(C)(C)[C@@H]5CC[C@]43C)[C@@H]12	115
Nc1c(C(=O)N/N=C/c2ccc(OCc3ccccc3)cc2)cnn1CC(O)c1ccccc1 (stereo unspecified)	102
CCN(CC)C(=O)c1ccc(NC(=S)NC(N)=S)cc1	35
O=C(O)c1cccc(-c2nc(N3CCOCC3)c3ccccc3n2)c1	103
O=S(=O)(O)c1ccc(Cl)c(Cl)c1	106
C[C@]12CC[C@H](O)CC1=CC[C@@H]1[C@@H]2CC[C@]2(C)C(c3cccnc3)=CC[C@@H]12	-25*
N=C1N=C(N)CS1	112
COc1cc(OC)cc(/C(C)=N/NC(=O)CSc2nc3ccccc3c(=O)n2Cc2ccc(S(N)(=O)=O)cc2)c1	106
C#CCn1c(-c2ccc(OC3CCCC3)c(OC)c2)nc(-c2ccccc2)c1-c1ccccc1	90
CC1CCCc2c1nc1nc(SCC(=O)c3ccccc3)nc(N)c1c2-c1ccc(Cl)cc1 (stereo unspecified)	78
CN1C(=O)/C(=C/c2ccc(N(C)C)cc2)S/C1=N/c1nccs1	94
NS(=O)(=O)c1cccc(Nc2nc(SCC(=O)c3ccc(Br)cc3)nc3c2CCC3)c1	107
CSC(=N)N	99
